Bioassay records (PubChem)
DRD3 antagonist: antagonists of human D3 dopamine receptor; D3R cells, DiscoveRx beta-arrestin luminescence, antagonist mode; active compounds read low; P35462; max response, negative = inhibition, %; AID 652054; 2.5% of 360,000 active; in the data active = max response below about -50%; inconclusive = no clear call, values can overlap the other calls; note: % is set by controls: 0 for no effect and ±100 for the full control effect; mostly tested at two doses, the higher about 12 µM
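Cells plated overnight at 1500 cells/well, then exposed to library compounds with dopamine controls for 90 minutes at 37 degrees C. DiscoveRx reagent added for 30–60 minutes at room temperature; luminescence read, quantitative HTS format.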
FUS yeast rescue: suppressors of FUS proteinopathy in yeast; S. cerevisiae FUS-expressing, growth rescue, OD600, 24 h; 0.24% of 390,000 active; Potency, µM (titrated, usually from 76.6 µM), without a hit: at the top dose growth rescue (activation), hits mostly activators; AID 1347120;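 note: potency is the fitted concentration of half-maximal effect; plate controls were DMSO vehicle for no effect and reference control for full effect; nearly all actives have a fitted effect of over 55% in size; some results filed as inactive show a strong effect at the top dose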
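Steps: raffinose overnight preculture; dilution to OD 0.005 in 2% galactose minimal medium; compound addition (concentration series); 24hr at 30C, 99% humidity; absorbance read at 600 nm.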
PTHR1 ag: PTHR1 (human) receptor agonism. Q03431. HEK293 GP2 PTHR1 cells, GloSensor cAMP luminescence, 1 h. Potency, µM (titrated, usually from 115 µM), without a hit: at the highest dose activation, usual class: activators. 0.075% of 410,000 active. AID 743266; note: potency is the fitted concentration of half-maximal effect; nearly all actives have a fitted effect of over 55% in size; some results filed as inactive show a strong effect at the top dose; inactives centre near -15; many of its hits are not listed in these tables
Target sequence (Q03431 whole entry, looked up): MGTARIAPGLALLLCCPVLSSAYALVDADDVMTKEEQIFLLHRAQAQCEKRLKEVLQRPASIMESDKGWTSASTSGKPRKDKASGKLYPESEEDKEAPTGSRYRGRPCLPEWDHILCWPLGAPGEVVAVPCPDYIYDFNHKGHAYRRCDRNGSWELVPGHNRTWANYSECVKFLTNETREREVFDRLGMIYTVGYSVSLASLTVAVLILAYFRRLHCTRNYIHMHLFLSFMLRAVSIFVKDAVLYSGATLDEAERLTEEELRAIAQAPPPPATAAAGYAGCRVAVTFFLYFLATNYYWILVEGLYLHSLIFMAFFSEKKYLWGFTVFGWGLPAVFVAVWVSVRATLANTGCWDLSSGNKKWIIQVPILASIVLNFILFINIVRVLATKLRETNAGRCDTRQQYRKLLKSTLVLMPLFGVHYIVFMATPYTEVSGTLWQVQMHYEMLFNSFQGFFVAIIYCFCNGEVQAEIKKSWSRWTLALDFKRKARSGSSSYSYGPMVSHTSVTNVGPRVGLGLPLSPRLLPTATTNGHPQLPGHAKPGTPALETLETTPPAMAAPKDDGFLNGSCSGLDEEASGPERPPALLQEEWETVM
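HEK-293-derived GP2 cells expressing PTHR1 and a GloSensor cAMP reporter, 3,000/well, plated overnight, given luciferin plus IBMX (each 0.5 mM as added) for 1 h at 37 °C, then compound for 1 h at 37 °C. Luminescence was read after 15 min at room temperature.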
pAkt inh: Akt phosphorylation inhibition | Neuro2A IGF-stimulated pAkt S473 HTRF, 20 min; active compounds read low | activity change, % for hits at 50 µM | 0.32% of 360,000 active | AID 651550; in the data active = activity change below about -80%; inconclusive = mostly about -51% to -80%; note: % is set by controls: 0 for no effect and ±100 for the full control effect
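Single-point screen (50 µM final compound) in Neuro2A cells stimulated 20 min with 6 nM IGF at 37 deg C. After lysis, Ser473-phosphorylated Akt read by HTRF (ex 330 nm, em 615/665 nm) as the 665/615 ratio.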
Abeta rescue: compounds reversing amyloid beta toxicity in yeast | yeast expressing A-beta42, growth rescue, OD600, 48 h; response scale: 0% DMSO, 100% iron-clioquinol control | Potency, µM (doses to about 46.1 µM), for the others: top-dose growth rescue, most hits filed as activators | 0.063% of 410,000 active | AID 1347071; note: potency is the fitted concentration of half-maximal effect; nearly all actives have a fitted effect of over 55% in size
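Yeast A-beta toxicity model in growth medium with pinned compounds, 48 h at 30 C; growth read as absorbance at 600 nm. Normalized to FeCl3/clioquinol equimolar mix (positive) and DMSO (negative).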
TDP43 rescue: TDP-43 toxicity inhibition in yeast. TDP-43 expressing yeast growth rescue, BacTiter-Glo, 24 h. Potency, µM (top dose mostly 46.1 µM), inactives show at the top dose growth rescue (activation), actives largely listed as activators. 1.8% of 410,000 active; note: potency is the fitted concentration of half-maximal effect; % of control where 0% means no effect; nearly all actives have a fitted effect of over 50% in size
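Luminescence from BacTiter-Glo reports growth of TDP-43-expressing yeast after 24 hr at 30 deg C with compound. Cells were raffinose-pregrown to mid-log, then seeded in galactose medium at OD600=0.02.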
aSyn yeast inh: inhibitors of alpha-synuclein toxicity in yeast; Potency, µM (series often up to 46.1 µM), inactives show at the highest dose growth rescue (activation), most hits filed as activators; 0.14% of 370,000 active; Yeast expressing alpha-synuclein, growth rescue, BacTiter-Glo, 24 h; AID 652106; note: potency is the fitted concentration of half-maximal effect; % of control where 0% means no effect; nearly all actives have a fitted effect of over 65% in size
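Galactose-induced alpha-syn yeast (OD600=0.02, raffinose-pregrown) + pinned cpd, 24 hr, 30 deg C; growth by BacTiter-Glo luminescence. Growth restoration scores as activation.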
GLP1R inv ag: GLP-1 receptor (human) inverse agonism; HEK293 GLP-1R CRE-luciferase, luminescence, 24 h; GLP-1R form is constitutively active; P43220; Potency, µM (highest dose often 38.3 µM), for the others: top-dose activity change, negative = inhibition, actives largely listed as inhibitors; AID 624417; 1.6% of 410,000 active; note: potency is the fitted concentration of half-maximal effect; % is set by controls: 0 for no effect and ±100 for the full control effect; nearly all actives have a fitted effect of over 55% in size
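HEK293 cells stably co-expressing a cAMP-responsive luciferase reporter and constitutively active GLP-1R were seeded, incubated 12 h, then exposed to compounds for 24 h at 37 C. Luminescence was read 12 min after detection reagent; inverse agonists lower signal.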
GLP-1R agonist: agonists of human GLP-1 receptor; Potency, µM (titrated, usually from 45.6 µM), without a hit: at the highest dose activation, usual class: activators; HEK293 GLP-1R CRE-luciferase, luminescence, 4-6 h; cells express a hypersensitive GLP-1R form; 0.007% of 380,000 active; P43220; note: potency is the fitted concentration of half-maximal effect; % of control where 0% means no effect
* marks the source's active call; other numbers are inactive results; i = inactive; u = inconclusive; x = no result given; & = joins results of further samples; [ ] = another dose, or the depositor's remark. Unless noted, calls come from the whole dose curve; as a rule, active = well fitted curve in the direction sought with a large enough effect; inconclusive = small, poorly fitted or top-dose-only effect, or another doubt; inactive = no such curve, though single readings can be large; an effect the other way counts as inactive or inconclusive. The list is partial; count on the stated rates, not on these rows.

| canonical_smiles | DRD3 antagonist | FUS yeast rescue | PTHR1 ag | pAkt inh | Abeta rescue | TDP43 rescue | aSyn yeast inh | GLP1R inv ag | GLP-1R agonist |
| --- | --- | --- | --- | --- | --- | --- | --- | --- | --- |
| COC(=O)c1c(NC(=O)/C(C#N)=C/c2ccc(OC)cc2)sc2c1C(C(=O)OC)CC2 (configuration not stated) | x | -6% | i | x | -13% | 9% | x | 4% | x |
| CCCCNS(=O)(=O)c1ccc(NC(=O)c2c(-c3ccccc3Cl)noc2C)cc1 | 3 | 40% | i | i | 9% | -16% | -5% | -15% | 9% |
| CC(Sc1nnc(N)s1)C(=O)NNC(=O)c1cccc(Cl)c1 (configuration not stated) | -11 | 7% | i | i | 2% | 9% | -6% | 14% | -1% |
| CCOC(=O)c1c[nH]c2c(C(=O)c3ccccc3)cc(Cl)cc2c1=O | 5 | 7% | i | i | -16% | -24% | 5% | -22% | -1% |
| CCCOc1ccc(/C=C/C(=O)Nc2sc3c(c2C(=O)OCC)CCC(C)C3)cc1OC (configuration not stated) | x | -9% | i | x | 0% | 23% | x | 8% | x |
| CCn1nc(C)c(CNC(=O)CCc2nnc(Cc3c[nH]c4ccccc34)o2)c1C | -3 | 13% | -2% | i | -11% | -17%[0.397 µM] | 2% | -7% | 8% |
| Cc1cccc(Nc2nnc(SCC3CCCCO3)s2)c1C (configuration not stated) | -23 | x | 16% | i | 4% | -23% | 16% | u | 1% |
| Cc1cc(C(=O)OCC(=O)Nc2cccc([N+](=O)[O-])c2)c(C)o1 | 2 | x | -22% | i | 7% | 16% | 7% | -28% | -4% |
| COC(=O)c1cc(NC(=S)N2CCN(c3ccccn3)CC2)cc(C(=O)OC)c1 | 50 | 16% | i | i | -2% | -3%[0.397 µM] | -1% | 21% | 6% |
| COc1ccccc1N(C)S(=O)(=O)c1ccc(C(=O)NCc2ccccc2CN2CCCC2)cc1 | -17 | u | i | i | -2% | 13% | 1%[1.84 µM] | u | -7% |
| COC(=O)Cn1c(C)nc2ccccc21 | 14 | -4% | i | i | 6% | -9% | 2% | 0% | -10% |
| CNc1nnc(Sc2ncccc2[N+](=O)[O-])s1 | -21 | -11% | i | i | 9% | -2% | -2% | 23% | 7% |
| O=c1c2ccccc2ncn1-c1ccc(Br)cc1[N+](=O)[O-] | -12 | 14% | -22% | i | 8% | 1% | 10% | u | 8% |
| COc1cccc(NC(=O)CN2C(=O)C(c3ccc(C)cc3)=NC23CCCCCC3)c1 | -9 | 3% | i | i | 7% | 10% | 0% | u | -2% |
| COc1ccc(CCNC(=O)CS(=O)Cc2nc(-c3ccccc3F)oc2C)cc1OC (configuration not stated) | 14 | -7%&2% | i | i | 8%&-6% | 3%&24% | 6% | 31%&10% | 2% |
| CN1N=C(C(=O)N2CCc3c([nH]c4ccccc34)C2c2ccccc2Cl)CCC1=O (configuration not stated) | -3 | 31% | -6% | i | -3% | 24% | 2% | -11% | 9% |
| CCCCn1c(N)c(N(CC(C)C)C(=O)C2CCN(S(=O)(=O)c3ccc(C)cc3C)CC2)c(=O)[nH]c1=O | -3 | 33% | i | i | 2% | -2% | -3% | 23% | -1% |
| CC(=O)Nc1ccc2c(c1)Cc1cc(N3C(=O)C=CC3=O)ccc1-2 | -64* | 24% | -11% | i | -93%[inhibitor] | u | -71%[inhibitor] | u | 8% |
| O=C(COC(=O)c1cc(-c2ccc(Cl)s2)nc2ccccc12)NCc1ccco1 | -2 | 2% | -4% | i | -7% | 26% | 3% | 18% | 9% |
| Cn1c2ccccc2c(=O)c2ccc(Cl)cc21 | 0 | -22% | -3% | i | -22% | u | u | 44%[activator] | 13% |
| Cc1nn(-c2ccc(N3CCCC3)nn2)c(C)c1CCC(=O)Nc1ccc(F)c(Cl)c1 | x | 24% | -91%[inhibitor] | x | 4% | 8% | x | -26% | x |
| COc1ccccc1N1CCN(C(=O)Cn2c(=O)nc(-c3ccccc3)c3cc(Cl)ccc32)CC1 | x | -5% | i | x | -8% | 17% | x | 15% | x |
| O=C(NCc1ccco1)C(c1cccnc1)N(C(=O)Cn1nnc2ccccc21)c1ccc(F)cc1 (configuration not stated) | 34 | -10% | -7% | i | 4%[9.22 µM] | 6% | -2% | 1% | 4% |
| Cc1ccc(-c2cnc(SCC(=O)N3CCCc4ccccc43)n2C)cc1 | 3 | 14% | -23% | i | 3% | -2% | 1% | u | 2% |
| Cc1nc2sccn2c(=O)c1S(=O)(=O)NCC1CCN(Cc2ccc(Cl)cc2)CC1 | -6 | -3% | -8% | i | -5% | 11% | 0% | 10µM* | 13% |
| Nc1cc(N2CCCCCC2)c2nonc2c1[N+](=O)[O-] | -4 | 5% | -24% | i | -5% | 2% | -1% | -15% | -4% |
| CCC(=O)Nc1ccc(-c2nnc(SCc3ccc(C(=O)Nc4nccs4)cc3)n2CC)cc1 | 0 | -2% | -25%[57.5 µM] | i | 1% | 3% | -1% | -12% | 13% |
| CCc1ccccc1N1CC(c2nc3ccccc3n2CCCCOc2ccccc2OC)CC1=O (configuration not stated) | x | -21% | i | x | -7% | -13% | x | u | x |
| COc1ccc(OC)c(CN2C(=O)CSCC2(C)C(=O)NC(C)C)c1 (configuration not stated) | 1 | -10% | i | i | 2% | 4% | -2% | 15% | x |
| Cc1cc2c(cc1S(=O)(=O)N1CCN(c3ccccc3)CC1)OCC(=O)N2 | -2 | -20% | i | i | -6% | 15% | 1% | 1% | 0% |

(next part)
Below each compound – DRD3 antagonist	FUS yeast rescue	PTHR1 ag	pAkt inh	Abeta rescue	TDP43 rescue	aSyn yeast inh	GLP1R inv ag	GLP-1R agonist
COc1ccc(N=C2S/C(=C\c3ccc(C)s3)C(=O)N2CC(C)C)cc1
  22	-5%	i	i	8%	4%	1%	-11%	-9%
Cc1ccc(CN(C(=O)c2ccc([N+](=O)[O-])cc2)C2CCS(=O)(=O)C2)o1 (configuration not stated)
  -2	0%	i	i	-6%	20%	6%	10%	5%
CCOc1ccc(N(CC(=O)NC2CCCCC2)C(=O)CNC(=O)c2cccs2)cc1
  -1	10%	i	i	-14%	8%	0%	-10%	5%
Cc1cccc(NC(=O)NNC(=O)c2cc(-c3ccccc3Cl)nc3ccccc23)c1
  0	25%	-18%	i	11%	10%	0%	u	-21%
Cn1c(=O)c2c(nc(Oc3ccc(-c4ccccc4)cc3)n2C)n(C)c1=O
  u	-19%	i	i	15%	-22%	0%	5%	2%
CCCN(CC(=O)Nc1ccccc1C)C(=O)CCl
  -9	30%	-30%	i	20%	-9%	-3%	-80%	-3%
CCOc1ccc(/C=N/Nc2cc(N3CCOCC3)ncn2)c(O)c1
  -6	-7%	-13%	i	-24%	21%	-14%	u	6%
CCOc1ccc(N2C(=O)CC(Cc3cc(C)cc(C)c3)C2=O)cc1 (configuration not stated)
  13	2%	-13%	i	7%	12%	5%	-27%	-2%
CC(C)=C1C2CCC1C1C(=O)N(c3ccc(C)c(C)c3)C(=O)C21 (configuration not stated)
  7	-19%	-18%	i	15%	23%	6%	-14%	-5%
COC(=O)c1cc2oc(C)cc2n1CC(=O)Nc1ccc(OC)c(OC)c1
  x	9%	-18%	x	-4%	5%	x	3%	x
CCCOC(=O)CCn1c(=S)oc2ccccc21
  4	1%	-4%[57.5 µM]	i	20%	u	5%	-22%	-5%
COc1ccc([C@@H]2[C@H]3CN(C(C)=O)CC=C3C(C#N)=C(N)C2(C#N)C#N)c2ccccc12
  11	8%	-6%	i	-13%	1%	-2%	u	0%
COc1ccc(CC(=O)NCc2nnc(SCc3ccc([N+](=O)[O-])cc3)n2C)cc1
  0	8%	-14%	i	14%	-7%	3%	2%	20%
CCOc1ccccc1N1CCN(CC(=O)Nc2ncc(C)s2)CC1
  -25	-21%	-22%	i	14%	14%	0%	1%	-3%
